# PG9 binder – PG9 antibody binding by small molecule; TR-FRET gp120-PG9 antibody binding; inhibition, % at 6.7 µM; hit rate 0.43% among 360,000; AID 624416; in the data active = inhibition above about 8.5%
# SMARCA2 act – activators of SMARCA2 function | MG213 cells, MMTV-luciferase reporter, dexamethasone, overnight | activation, % at 9.1 µM | hit rate 1% among 370,000 | AID 652017; in the data active = activation above about 7.8%;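 note: 0% = vehicle wells and 100% = reference activator wells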
# GAA850 FXN act – frataxin GAA850 promoter activation; hit rate 0.56% among 360,000; activation, % at 6 µM; HEK293 lucGAA850 FXN promoter luciferase reporter, 24 h; percent of 10 µM SAHA response;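 active = activation above the average of all compounds screened plus 3 SD, cutoff fixed separately per campaign, cut at about 7.5% in these data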;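 note: 0% = DMSO wells and 100% = 10 µM SAHA wells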
# DAX1 inh-1 – inhibits human nuclear receptor DAX1; P51843; HEK293 Gal4-DAX1 luciferase reporter, luminescence; inhibition, % at 6.75 µM; hit rate 0.99% among 340,000; AID 504766;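 active = inhibition above the mean over all tested compounds plus 3 SD, cut at about 4.2% in these data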;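 note: 0% = DAX1-transfected cells with DMSO and 100% = empty-vector control cells with DMSO; inhibition shows as a rise in luminescence from relieved DAX1 repression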
# Target sequence (P51843 207-470 limits assumed): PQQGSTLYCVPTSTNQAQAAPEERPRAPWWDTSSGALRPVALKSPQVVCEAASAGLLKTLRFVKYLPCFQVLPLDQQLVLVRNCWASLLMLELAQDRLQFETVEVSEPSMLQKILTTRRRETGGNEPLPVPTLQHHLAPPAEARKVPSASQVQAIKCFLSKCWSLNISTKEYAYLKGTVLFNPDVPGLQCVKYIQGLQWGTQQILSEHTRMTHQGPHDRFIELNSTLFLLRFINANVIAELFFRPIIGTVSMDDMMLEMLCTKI
# sPLA2-III inh – Inhibits HGIII-sPLA2 liposome hydrolysis, primary screen; Q9NZ20; QFRET BODIPY PC-A2 liposome hydrolysis, fluorescence; inhibition, % at 12.2 µM; hit rate 0.56% among 370,000;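 active = inhibition above mean plus 3 SD of compounds lying within the high and low control bounds, cut at about 19% in these data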;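 note: 0% = median of test compound wells and 100% = no enzyme DMSO wells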
# Target sequence (Q9NZ20 whole entry, looked up): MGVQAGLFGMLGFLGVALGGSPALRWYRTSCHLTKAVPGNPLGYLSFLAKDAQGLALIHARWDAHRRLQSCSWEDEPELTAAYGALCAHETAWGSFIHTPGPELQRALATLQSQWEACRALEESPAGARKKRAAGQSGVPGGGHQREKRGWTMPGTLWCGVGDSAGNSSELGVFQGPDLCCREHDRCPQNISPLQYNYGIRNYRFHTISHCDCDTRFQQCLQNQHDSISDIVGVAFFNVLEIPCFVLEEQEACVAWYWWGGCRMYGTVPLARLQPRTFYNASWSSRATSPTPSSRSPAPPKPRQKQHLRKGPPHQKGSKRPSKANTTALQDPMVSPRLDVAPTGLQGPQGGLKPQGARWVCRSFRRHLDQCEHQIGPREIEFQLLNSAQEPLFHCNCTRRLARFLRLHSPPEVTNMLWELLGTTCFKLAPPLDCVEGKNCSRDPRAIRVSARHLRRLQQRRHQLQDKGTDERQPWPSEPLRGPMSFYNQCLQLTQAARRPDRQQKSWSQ
# PLCb3 inh – blocks human PLC-beta3 enzyme activity | Q01970 | Purified PLC-beta3, fluorogenic substrate, fluorescence | inhibition, % at 12.2 µM | hit rate 0.18% among 370,000 | AID 720704; in the data active = inhibition above about 11%;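 note: 0% = median of compound wells on plate and 100% = full blocker control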
# NR1D1 modulator – modulators of human Rev-erb alpha DNA binding; P20393; Rev-erbα–FITC-DNA binding, fluorescence polarization, 90 min; activity, % at 10 µM; hit rate 0.79% among 370,000;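 active = activity above about 14%, limit read from the data; passing the limit was not always enough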;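 note: 0% = DMSO wells with 35 nM protein and 100% = DMSO wells with 750 nM protein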
# DAX1 inh-2 – blocks DAX1 repression of SF-1 activated StAR promoter. HEK293T StAR-luciferase reporter, SF-1/DAX-1 repression relief. inhibition, % at 6.8 µM. hit rate 1.1% among 370,000. AID 652010;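 active = inhibition above the mean over all tested compounds plus 3 SD, cut at about 3.6% in these data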;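 note: 0% = DAX-1 cells with DMSO and 100% = cells lacking DAX-1 with DMSO; higher inhibition means more luminescence from relief of DAX-1 repression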
# hcDAF-12 act – H. contortus DAF-12 activation, primary screen. HEK293 hcDAF-12 lit1-tk-luc reporter, luminescence; 0% DMSO, 100% Δ7-dafachronic acid. activation, % at 6.8 µM. hit rate 1.4% among 370,000. AID 652067;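 active = activation above the mean of all tested compounds plus 3 SD, cut at about 5.5% in these data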;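 note: 100% = response to 3 µM Δ7-dafachronic acid high control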
# hgDAF12 agonist – agonists of H. glycines DAF-12 nuclear receptor. HEK293 GAL4-hgDAF12 UAS-luciferase reporter, agonist luminescence; normalized to butyrate control. activation, % at 6.8 µM. hit rate 1.8% among 370,000;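 active = activation above a cutoff set at the mean of all screened compounds plus 3 SD, cut at about 10% in these data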;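 note: 0% = DMSO wells and 100% = sodium butyrate wells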
# ssDAF12 agonist – activators of S. stercoralis DAF-12 nuclear receptor. hit rate 1% among 370,000. HEK293 ssDAF-12/GRIP1 lit1-tk-luc reporter, luminescence; % of 3 µM dafachronic acid response. activation, % at 6.8 µM;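 active = activation above the mean over all tested compounds plus 3 SD, cut at about 0.9% in these data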;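 note: 0% = DMSO-only wells and 100% = 3 µM delta7-dafachronic acid wells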
# The depositor's hits bear a star; i = inactive; . = no result given. The order is random (roughly 7% active in at least one column).
SMILES,PG9 binder,SMARCA2 act,GAA850 FXN act,DAX1 inh-1,sPLA2-III inh,PLCb3 inh,NR1D1 modulator,DAX1 inh-2,hcDAF-12 act,hgDAF12 agonist,ssDAF12 agonist
O=c1[nH]c(CSc2ccccc2)nc2c1oc1ccccc12,-0.7,-1,2.8,-1.1,-10,-7,-3,-0.4,0.6,-0.4,-1.5
CC(=O)NCCc1nc2ccccc2n1CCOc1ccccc1C,0.9,-6,5.1,0.7,1,2,2,0.1,-0.9,-5.4,-0.6
CSc1nc(NC(C)=O)nc(C)c1Br,-0.5,2,0.5,0.4,-3,1,3,0.4,-2.8,-0.5,-1.5
O=C(Nc1nc2c(s1)CCCC2)c1ccc(Br)o1,0.6,1,1.9,0.4,2,-22,-4,2.3,13*,16*,1.3*
COc1ccc(C(CNC(=O)c2cc(S(=O)(=O)NCc3ccco3)ccc2C)N(C)C)cc1 (stereo not given),-0.3,2,0.6,2.2,-5,-7,-4,0.6,1.0,3.5,-0.6
CCCCN1C(=N)N([C@@H](C)CN2CCC[C@H]2CN2C(N)=NC[C@H]2CC(C)C)C[C@H]1Cc1ccccc1,-2.3,-1,1.9,-0.1,5,7,4,0.0,-1.1,-0.2,-1.2
CCNC(=O)NC(=O)CSc1ccc(NC(C)=O)cc1,-0.4,0,0.7,0.6,3,3,7,-0.8,-1.2,1.9,-1.1
CS(=O)(=O)N(CC(=O)N1CCc2ccccc2C1)Cc1ccccc1,0.0,-4,0.2,-0.7,6,0,3,0.1,-0.9,0.2,-1.8
O=[N+]([O-])c1ccc(/C=N/Nc2nc3ccccc3o2)cc1,-1.2,0,2.4,-0.3,6,-1,-23,0.4,1.3,2.7,-0.9
COc1cccc(NC(=O)Cn2c(=O)n(CCCC(=O)NCc3ccco3)c(=O)c3ccccc32)c1,0.7,0,0.2,0.9,-5,-1,4,-0.3,-0.5,0.4,-0.9
O=C(COC(=O)c1ccccc1)Nc1cccc(S(=O)(=O)NC2=NCCCCC2)c1,0.3,0,0.6,1.6,6,6,5,-0.4,-0.9,6.9,-1.2
Cc1ccc(OCCC(=O)N2CCN(c3ccc(O)cc3)CC2)cc1,1.6,-3,3.3,-0.6,5,-6,-5,-0.6,-2.6,-1.4,-2.4
C=CCn1c(O)c(N=O)c2ccccc21,-1.4,0,-1.5,1.0,-18,-17,1,0.1,-0.8,8.4,-1.4
Cc1ccc(S(=O)(=O)NC2CC(C)(C)N(O)C(C)(C)C2)cc1,-2.4,1,-2.1,0.5,-2,0,-2,0.2,1.1,-0.6,-1.3
CCOc1cc(C2C(C(=O)c3ccco3)=C(O)C(=O)N2Cc2ccccc2)ccc1O (stereo not given),0.4,-1,-0.9,-1.2,5,-6,4,0.1,-0.9,0.6,-0.9
C=CCNC(=S)NCC,-1.0,0,0.9,1.9,2,-1,-8,-0.2,-1.4,4.3,-0.7
C=CCn1c(=O)c2ccc(C(=O)NCc3ccccc3)cc2n(Cc2cccc(Cl)c2)c1=O,-1.2,-3,-0.3,-0.2,-8,1,0,0.6,-1.6,-1.1,-0.8
CCN(CC)CCN(Cc1cc2cc3c(cc2[nH]c1=O)OCCO3)C(=S)NCCCN(C)C,-3.2,3,2.1,3.3,1,-47,1,0.5,0.0,-0.5,0.5
Cc1ccccc1-c1nnc(CN2CCN(C(=O)c3ccco3)CC2)o1,0.3,-3,1.0,-0.8,0,-6,1,0.1,-1.1,0.4,-1.6
COC(=O)C1=C(N)Oc2cc(C)n(Cc3ccccc3)c(=O)c2C1c1ccccc1 (stereo not given),1.1,-2,0.4,2.7,1,0,-3,-0.1,-1.1,4.9,-1.4
CCOc1ccc(Oc2ccc(Cl)cc2N)cc1,0.6,-3,-0.9,-0.5,3,-1,0,0.2,1.3,1.7,-0.5
N#Cc1cccc(NC(=O)c2cc(C3CCCCN3C(=O)C3CC3)on2)c1 (stereo not given),1.0,-1,-1.5,.,12,0,-4,0.0,-0.2,-0.1,-1.3
COc1ccc(N2CCN(c3nc4ccccc4nc3NS(=O)(=O)c3ccccc3)CC2)cc1,-0.4,1,3.2,-0.3,0,0,1,-0.2,-0.6,2.5,-1.1
O=C1CC(c2cccs2)Sc2nc3ccccc3n21 (stereo not given),-0.5,7,4.1,1.3,-2,4,1,3.3,7.5*,10,1.6*

# Looked up by compound from the list above, 6 records:
SMILES,PG9 binder,SMARCA2 act,GAA850 FXN act,DAX1 inh-1,sPLA2-III inh,PLCb3 inh,NR1D1 modulator,DAX1 inh-2,hcDAF-12 act,hgDAF12 agonist,ssDAF12 agonist
C=CCNC(=S)NCC,-1.0,0,0.9,1.9,2,-1,-8,-0.2,-1.4,4.3,-0.7
C=CCn1c(=O)c2ccc(C(=O)NCc3ccccc3)cc2n(Cc2cccc(Cl)c2)c1=O,-1.2,-3,-0.3,-0.2,-8,1,0,0.6,-1.6,-1.1,-0.8
CCOc1ccc(Oc2ccc(Cl)cc2N)cc1,0.6,-3,-0.9,-0.5,3,-1,0,0.2,1.3,1.7,-0.5
Cc1ccccc1-c1nnc(CN2CCN(C(=O)c3ccco3)CC2)o1,0.3,-3,1.0,-0.8,0,-6,1,0.1,-1.1,0.4,-1.6
COC(=O)C1=C(N)Oc2cc(C)n(Cc3ccccc3)c(=O)c2C1c1ccccc1 (stereo not given),1.1,-2,0.4,2.7,1,0,-3,-0.1,-1.1,4.9,-1.4
C=CCn1c(O)c(N=O)c2ccccc21,-1.4,0,-1.5,1.0,-18,-17,1,0.1,-0.8,8.4,-1.4

# Returning to the listing with the 2 entries that preceded the break.
SMILES,PG9 binder,SMARCA2 act,GAA850 FXN act,DAX1 inh-1,sPLA2-III inh,PLCb3 inh,NR1D1 modulator,DAX1 inh-2,hcDAF-12 act,hgDAF12 agonist,ssDAF12 agonist
COc1ccc(N2CCN(c3nc4ccccc4nc3NS(=O)(=O)c3ccccc3)CC2)cc1,-0.4,1,3.2,-0.3,0,0,1,-0.2,-0.6,2.5,-1.1
O=C1CC(c2cccs2)Sc2nc3ccccc3n21 (stereo not given),-0.5,7,4.1,1.3,-2,4,1,3.3,7.5*,10,1.6*
O=C(Cn1cncn1)NCc1cc(F)ccc1F,1.5,-1,0.7,-0.6,7,-5,-1,-1.2,0.4,1.5,-0.7
O=C(c1ccc(-n2ccnc2)cc1)N1CCCC(CO)(Cc2cccc(Cl)c2)C1 (stereo not given),-1.1,1,4.6,-0.9,-2,-1,-3,0.3,-1.9,-2.0,-1.6
O=[N+]([O-])c1ccccc1OCCCNCc1ccccc1,0.7,-1,-1.1,1.0,4,0,-1,0.2,-0.5,1.1,-1.3
Cc1cc(C)c(S(=O)(=O)N(C2=NCCS2)S(=O)(=O)c2c(C)cc(C)cc2C)c(C)c1,-2.2,3,1.3,0.9,-6,1,-1,-0.8,-1.3,1.6,-1.4
OC[C@@H]1CN(Cc2ccc(Cl)cc2)C[C@H](n2cnc3c(Nc4ccccc4)ncnc32)O1,-1.4,-3,-1.4,.,-28,-5,2,-1.9,-0.9,-5.7,-0.7
CCC(=O)N1CCc2cc(S(=O)(=O)CCC(=O)Nc3ccc(C)c(F)c3)ccc21,-2.7,1,-0.9,0.6,-1,5,-2,0.1,2.3,1.5,-0.5
CC(=O)N1CCC2(CC1)C(C#N)=C(N)Oc1n[nH]c(CSc3ccc(C)cc3)c12,2.1,0,-1.1,3.2,0,-2,-3,-0.1,-1.2,3.1,-1.8
CS(=O)(=O)c1sc2nc(-c3ccccc3)cc(-c3ccccc3)c2c1N,5.1,-1,3.5,-1.1,-5,i,-3,-1.2,-2.9,-1.1,-1.2
O=[N+]([O-])c1c(C(Cl)Cl)nn(-c2ccccc2)c1N1CCOCC1,0.8,0,0.2,0.3,-9,-7,-12,-0.8,-1.2,-3.2,-1.1
N#Cc1c(-c2cccc(Br)c2)cc(-c2cccnc2)nc1N,-0.1,-1,0.3,-0.7,2,-91,2,-0.2,-1.9,1.8,-1.5
N#Cc1c(/N=C/c2ccco2)sc2c1CCC2,-4.2,1,-2.1,-0.8,-1,-19,-4,-0.6,0.4,-0.7,-1.2
CC(C)CC(=O)NC(C)C(c1cccs1)N1CCOCC1 (stereo not given),-2.1,0,0.7,-0.1,-3,-4,1,0.1,-1.1,1.7,-0.2
O=C(Cc1cccs1)Nc1nnc(CCc2ccccc2)s1,-0.3,-2,-1.6,2.7,-25,-1,-2,-0.9,-1.2,0.0,-1.2
CN(C)c1nc2c(c(=O)[nH]c(=O)n2C)n1CCOc1ccccc1,0.1,-3,2.8,-0.1,-1,-2,4,-0.3,-1.1,-2.8,-1.5
Cc1ccc(N2C(=O)c3cccc(Oc4ccc(Cl)cc4)c3C2=O)c(C)c1,0.8,-3,2.0,-0.1,4,1,2,-1.0,-1.6,2.7,-1.7
COc1cc2c(cc1OC)CN(C(=O)c1cc(S(=O)(=O)N3CCCCC3)ccc1Cl)CC2,0.9,0,-0.9,-0.8,-3,-3,-3,-2.3,-3.4,0.5,-1.4
COc1ccc(CN2C(=O)[C@]3(NCCc4c3[nH]c3ccc(OC)cc43)c3cc(Br)ccc32)cc1,.,-2,.,.,-6,1,2,-1.5,-2.9,-2.0,-0.9
COc1ccc(OC)c(NC(=O)NNC(=O)COc2ccc([N+](=O)[O-])cc2)c1,-1.4,-1,1.4,0.3,-9,-5,0,-0.1,-2.0,-1.8,-0.7
O=C(Cn1nnc(-c2ccccc2)n1)N1CCN(c2ccc(F)cc2)CC1,-0.4,-3,0.5,0.9,3,1,1,-0.1,-0.2,-1.9,-2.1
Cc1cc2oc(C(=O)N(Cc3ccccc3)C3CCS(=O)(=O)C3)c(C)c2cc1C (stereo not given),-2.3,-2,2.1,-0.4,-1,-4,1,-0.4,-0.5,-1.2,-0.8
